Source: PubChem
West Nile antiviral – inhibition of WNV-induced cytopathic effect – cell-based, CPE readout (AID 1621). hit rate 0.02% among 290,000. West Nile virus-infected cells, CPE inhibition; higher % means a stronger effect. CPE inhibition, % at 10 µM; hits with a dose series show IC50 in µM; in the data active = a potency from the dose series; note: strong numbers were not always called active
KOR beta-arrestin-1 – kappa opioid receptor blockers – cell-based, luminescence, uHTS (AID 1778); KOR beta-arrestin recruitment, luminescence, antagonist mode; higher % means a stronger effect; inhibition, % at 10 µM; hits with a dose series show IC50 in µM; hit rate 0.091% among 290,000; in the data active = inhibition above about 50%; note: strong numbers were not always called active
T cell modulator – modulates CD8 T cell binding to vesicles. 2C CD8+ T cell-vesicle binding, flow cytometry; active compounds read low. calls only at 7 µM. hit rate 0.068% among 330,000. AID 2052;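 active = response, share of CD8 T cells binding vesicles, and their 90th percentile fluorescence all below set limits, cut at about 80% in these data, passing the limit was not always enough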
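incubation = binding step 1.5 h, 37 °C, antibody labelling 20 min, ice | test system = 2C mouse CD8+ T cells | read-out basis = percent CD8+ FL2 mean versus row control | controls = Peptide-free naked vesicles (low) and QL9 vesicles with 0.7% DMSO vehicle (high) | detection = flow cytometry of vesicle-bound cells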
NTR1 ag – agonists of NTR1, primary screen, imaging, U2OS cells, beta-arrestin-GFP, high content (AID 493036) | P30989 | hit rate 0.17% among 330,000 | NTR1-U2OS beta-arrestin-GFP spot imaging, agonist mode | activation, % at 20 µM;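 active = activation at or above 40% of the spot to cytoplasm intensity ratio, with at least 20 cells analyzed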;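 note: 0% = DMSO without peptide and 100% = 100 nM NTR1 peptide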
Target sequence (P30989 whole entry, looked up): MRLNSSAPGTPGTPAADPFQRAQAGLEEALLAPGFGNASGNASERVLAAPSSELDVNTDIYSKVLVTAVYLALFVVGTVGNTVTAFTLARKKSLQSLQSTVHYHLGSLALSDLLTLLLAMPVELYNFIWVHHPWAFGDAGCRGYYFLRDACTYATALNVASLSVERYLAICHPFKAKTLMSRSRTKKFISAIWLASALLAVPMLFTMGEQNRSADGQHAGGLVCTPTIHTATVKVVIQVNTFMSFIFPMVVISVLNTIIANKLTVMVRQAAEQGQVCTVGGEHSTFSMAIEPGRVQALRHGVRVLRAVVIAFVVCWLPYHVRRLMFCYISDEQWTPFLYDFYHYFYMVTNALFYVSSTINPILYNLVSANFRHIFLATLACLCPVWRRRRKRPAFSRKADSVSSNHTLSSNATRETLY
GPR55 LPI antagonism – inhibition of LPI-stimulated GPR55 beta-arrestin translocation – imaging, U2OS, beta-arrestin-GFP, LPI agonist, primary screen (AID 2013) | U2OS GPR55 beta-arrestin-GFP translocation imaging, LPI antagonism; higher % means a stronger effect | hit rate 0.13% among 290,000 | inhibition, % at 10 µM; hits with a dose series show IC50 in µM;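 active = spots per cell inhibited over 60%, with over 100 cells counted and total cytoplasm intensity under 500,000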;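 note: U2OS cells stably carrying GPR55 and arrestin-GFP stimulated by 5 µM LPI near EC80; imaged beta-arrestin-GFP aggregate spots per cell after agonist stimulation; plate controls were LPI-stimulated DMSO wells for no effect and DMSO wells without LPI for full effect; some results filed as inactive read as strong as hits; confirmed hits need IC50 under 10 µM and bright autofluorescent wells are also inconclusive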
GPR55 beta-arrestin – selective activators of receptor GPR55 – imaging, U2OS cells, beta-arrestin-GFP redistribution, primary screen (AID 1961) | U2OS GPR55 beta-arrestin-GFP redistribution imaging; higher % means a stronger effect | one-dose activation, % at 10 µM; EC50 in µM for titrated hits | hit rate 0.048% among 290,000;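 active = activation above 40% with more than 50 cells counted in the well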;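 note: U2OS osteosarcoma cells stably expressing GPR55 and beta-arrestin-GFP; plate controls were DMSO negative control for no effect and LPI positive control for full effect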
GPR35 arrestin U2OS – GPR35 antagonists blocking zaprinast-driven arrestin recruitment, primary screen, imaging, U2OS, beta-arrestin-GFP, zaprinast agonist (AID 2058). inhibition, % at 10 µM, or IC50 in µM where a hit was titrated. U2OS GPR35 beta-arrestin-GFP translocation imaging, zaprinast antagonism; higher % means a stronger effect. hit rate 0.052% among 290,000;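 active = inhibition of at least 50% with at least 30 cells and total cytoplasm GFP at most 10,000,000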
KOR beta-arrestin-2 – kappa opioid receptor activators – cell-based, luminescence, uHTS, primary screen (AID 1777) | KOR beta-arrestin recruitment, luminescence; higher % means a stronger effect | one-dose activation, % at 10 µM; EC50 in µM for titrated hits | hit rate 0.02% among 280,000; in the data active = activation above about 50%, passing the limit was not always enough; note: a part of the inactive calls stands beside numbers as strong as those of hits
PhoP inhibition – PhoP-dependent GFP reporter repression – Salmonella Typhimurium, primary screen (AID 1863); S. Typhimurium PhoP-regulated promoter GFP reporter, 4 h; higher % means a stronger effect; one-dose inhibition, % at 50 µM; IC50 in µM for titrated hits; hit rate 0.16% among 300,000;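 active = inhibition over 29.93%, a cutoff 3 SD above the screen mean, later confirmed by dose response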;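 note: 0% = low Mg2+ inducing control and 100% = high Mg2+ repressing control; strong numbers were not always called active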
T cell modulator vesicle-bound % – also measured in T cell modulator; calls as there; double positive events, %; measured here: CD8+ vesicle-bound cell fraction;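 binding gate set so that unloaded-vesicle control wells show 10% double positive cells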
NTR1 ag cell count 20 µM – further read-out of NTR1 ag, marked with its call; cell count; measured here: cell count, cytotoxicity flag
The depositor's hits bear a star; i = inactive; . = not tested or not shown; [ ] = remark or other dose.

Results follow in this order: West Nile antiviral | KOR beta-arrestin-1 | T cell modulator | T cell modulator vesicle-bound % | NTR1 ag | NTR1 ag cell count 20 µM | GPR55 LPI antagonism | GPR55 beta-arrestin | GPR35 arrestin U2OS | KOR beta-arrestin-2 | PhoP inhibition
> Cc1cc(C)c2sc(N(CCCN(C)C)C(=O)CN3C(=O)c4ccccc4C3=O)nc2c1
  -0.4% | -22% | i | 35 | 3.8 | 56 | 9% | 0.1% | 11% | -2.1% | 2%
> CCO[C@@H]1OC(C(=O)N2CCN(Cc3ccc4c(c3)OCO4)CC2)=C[C@H](c2ccc3c(c2)OCO3)[C@H]1CCCO
  0.2% | -14% | i | 40 | -4.9 | 102 | 16% | 0.1% | -11% | -2.8% | 0%
> CCn1c(SCC(=O)Nc2cc(C)on2)nc2c(c1=O)SCC2
  0.1% | -12% | i | 7 | -0.5 | 49 | 12% | -0.2% | -6% | -0.4% | 0%
> O=C(Cn1nc(Cc2ccncc2)c2ccccc2c1=O)Nc1cccnc1Cl
  -0.2% | -6% | i | 16 | 1.0 | 69 | -1% | -0.1% | -2% | 1.8% | -4%
> CC(c1ccon1)N(C)Cc1cn[nH]c1-c1ccc(F)cc1F (centres undefined)
  -0.5% | 18% | i | 34 | 0.4 | 54 | -4% | 0.0% | -1% | 0.2% | -2%
> COc1ccc(C(O)c2nc3ccccc3s2)cc1 (centres undefined)
  0.2% | 11% | i | 5 | 1.7 | 45 | 12% | 0.5% | -14% | 3.4% | 15%
> CCN(C(=O)CSc1nnc(-c2ccncc2)n1-c1ccccc1)C1CCS(=O)(=O)C1 (centres undefined)
  0.3% | -24% | i | 58 | 0.0 | 55 | -12% | 0.1% | -13% | 4.7% | 6%
> COc1cc(OC)c(NC(=O)c2csc(C)c2)cc1Cl
  -1.1% | -9% | i | 18 | 0.5 | 54 | 13% | -0.1% | -9% | 12% | -8%
> O=C1CS/C(=N/N=C2CCCC2)N1
  0.0% | -27% | i | 56 | 0.9 | 95 | 1% | 0.7% | 0% | -5.8% | 2%
> COc1ccc(CN2C(=O)CS/C2=N/N=C/c2cccs2)cc1
  -0.6% | -25% | i | 24 | 0.7 | 54 | 6% | -0.1% | 59% | 1.3% | -8%

Structural class, the entries above containing a thiophene ring, fused or not.
Results follow in this order: West Nile antiviral | KOR beta-arrestin-1 | T cell modulator | T cell modulator vesicle-bound % | NTR1 ag | NTR1 ag cell count 20 µM | GPR55 LPI antagonism | GPR55 beta-arrestin | GPR35 arrestin U2OS | KOR beta-arrestin-2 | PhoP inhibition
> COc1cc(OC)c(NC(=O)c2csc(C)c2)cc1Cl
  -1.1% | -9% | i | 18 | 0.5 | 54 | 13% | -0.1% | -9% | 12% | -8%
> COc1ccc(CN2C(=O)CS/C2=N/N=C/c2cccs2)cc1
  -0.6% | -25% | i | 24 | 0.7 | 54 | 6% | -0.1% | 59% | 1.3% | -8%

Back to the main list with the 4 entries that preceded the break.
Results follow in this order: West Nile antiviral | KOR beta-arrestin-1 | T cell modulator | T cell modulator vesicle-bound % | NTR1 ag | NTR1 ag cell count 20 µM | GPR55 LPI antagonism | GPR55 beta-arrestin | GPR35 arrestin U2OS | KOR beta-arrestin-2 | PhoP inhibition
> CCN(C(=O)CSc1nnc(-c2ccncc2)n1-c1ccccc1)C1CCS(=O)(=O)C1 (centres undefined)
  0.3% | -24% | i | 58 | 0.0 | 55 | -12% | 0.1% | -13% | 4.7% | 6%
> COc1cc(OC)c(NC(=O)c2csc(C)c2)cc1Cl
  -1.1% | -9% | i | 18 | 0.5 | 54 | 13% | -0.1% | -9% | 12% | -8%
> O=C1CS/C(=N/N=C2CCCC2)N1
  0.0% | -27% | i | 56 | 0.9 | 95 | 1% | 0.7% | 0% | -5.8% | 2%
> COc1ccc(CN2C(=O)CS/C2=N/N=C/c2cccs2)cc1
  -0.6% | -25% | i | 24 | 0.7 | 54 | 6% | -0.1% | 59% | 1.3% | -8%
> Cc1ccccc1OCCn1cnc2cc([N+](=O)[O-])ccc2c1=O
  -0.3% | -3% | i | 39 | 0.7 | 84 | 2% | -0.4% | -2% | -2.2% | -4%
> CCC(SC1=NCCS1)C(=O)Nc1ccc(S(N)(=O)=O)cc1 (centres undefined)
  0.5% | 20% | i | 43 | -1.4 | 78 | 7% | -0.1% | 24% | -6.3% | 1%
> COC(c1ccccc1)c1nnc(CCC(=O)N2CCN(CCOc3ccccc3)CC2)o1 (centres undefined)
  -0.8% | 5%[20 µM] | i | 46 | 0.7 | 37 | 14% | -0.1% | 7% | . | 5%
> O=C(CN1C(=O)CCSc2ccc(S(=O)(=O)N3CCCC3)cc21)NCc1ccccc1Cl
  0.0% | -9% | i | 27 | -0.2 | 62 | -4% | -0.1% | 6% | 1.9% | -8%
> c1csc(-c2nnc(N3CCOCC3)c3ccccc23)c1
  -0.5% | 19% | i | 39 | 0.4 | 37 | -8% | 0.7% | -10% | -0.9% | 0%
> CCOC(=O)C1CCCN(C(=O)c2cccc(NC(=O)C(CC)CC)c2)C1 (centres undefined)
  -1.0% | -44%[20 µM] | i | 4 | 1.5 | 49 | -1% | -0.1% | -11% | 0.5% | 1%
> COC(=O)COc1ccc(/C=N/NS(=O)(=O)c2ccccc2)cc1
  0.8% | -11%[20 µM] | i | 58 | 2.0 | 54 | 12% | -0.2% | 6% | -1.2% | 12%
> O=C(NCCCN1CCOCC1)c1c(F)c(F)c(F)c(F)c1F
  -0.4% | -4% | i | 15 | 1.4 | 58 | 4% | -0.2% | -5% | -1.9% | 1%
> CC1CN(Cc2ccccc2)c2nc3c(c(=O)n(CC(=O)O)c(=O)n3C)n2C1 (centres undefined)
  -0.3% | -7% | i | 60 | -0.1 | 42 | 3% | -0.1% | 6% | 0.3% | 4%
> O=C(c1cccc(NS(=O)(=O)c2ccc(F)c(F)c2)c1)N1CCN(Cc2ccccc2)CC1
  -0.6% | -25% | i | 40 | 1.2 | 58 | 11% | 0.2% | 2% | 5.0% | 1%
> CCOC(=O)C(C(=O)OCC)C1CS(=O)(=O)CC1C(C(=O)OCC)C(=O)OCC (centres undefined)
  0.3% | 7% | i | 56 | -0.4 | 45 | 21% | 0.8% | -11% | -2.5% | 3%
> CCc1ccccc1NC(=O)CCOc1ccccc1
  -1.0% | 18% | i | 36 | -0.5 | 75 | 11% | -0.1% | -11% | 1.5% | .
> C=CCn1c(CNC(=O)c2ccco2)nnc1SCC(=O)Nc1cccc(F)c1
  -0.3% | -46%[20 µM] | i | 19 | 0.2 | 54 | 1% | 0.2% | -5% | 3.2% | 0%
> Cc1ccc2nc3c(cc2c1)c(NC(=O)C(C)(C)C)nn3CC(C)C
  -0.6% | 4% | i | 36 | 1.9 | 94 | 4% | -0.1% | -4% | 4.7% | -3%
> CCCSc1cc(=O)n(-c2ccccc2)nc1C(=O)O
  0.3% | 9% | i | 18 | -1.4 | 84 | 16% | 0.0% | -2% | -4.9% | -10%
> CCOC(=O)/C=C/c1ccc(C(F)(F)F)cc1S(=O)(=O)NC(C)(C)C
  -0.4% | . | i | 22 | 0.1 | 88 | . | . | . | . | -7%
> CC(C)C(=O)Nc1ccc(N2CCN(S(C)(=O)=O)CC2)cc1
  0.0% | 24% | i | 0 | 1.6 | 51 | -5% | -0.1% | -4% | -4.6% | 2%
> COc1ccccc1N1C(=O)Cc2ccccc2C1=O
  0.9% | 7% | i | 30 | 1.0 | 55 | 8% | 0.7% | -2% | -1.8% | -3%
> Cn1cc(Br)c(-c2cccc(N3C(=O)CCCC3=O)c2)n1
  0.1% | 23% | i | 29 | 1.3 | 45 | 1% | -0.1% | 13% | 13% | 0%
> CCOc1ccc(NC(=O)[C@@H](NC(=O)c2ccco2)C(C)C)cc1
  0.0% | 27% | i | 14 | -1.3 | 32 | 2% | 0.0% | 1% | -2.9% | -6%
> COc1ccc(OC)c(Nc2ncnc3c2cnn3-c2ccccc2)c1
  0.2% | -8% | i | 4 | 0.1 | 50 | 6% | -0.1% | -18% | 1.1% | 9%
> NC(=O)c1ccc(NS(=O)(=O)c2ccccc2F)cc1
  0.5% | -24% | i | 9 | 1.2 | 86 | -6% | -0.1% | 0% | 5.7% | -12%
> Cc1[nH]c(C)c(S(=O)(=O)N2CCN(c3ccccc3F)CC2)c1C(=O)N1CCCC1
  -1.5% | 9% | i | 1 | -0.5 | 60 | 9% | 0.6% | 22% | -4.9% | -1%
> O=C(NC1CCCC1)C(c1cccnc1)N(C(=O)c1csnn1)C1CCCC1 (centres undefined)
  -0.5% | -13% | i | 32 | -0.7 | 69 | 5% | -0.4% | -2% | 0.7% | 5%
> COc1ccc(/C=N/N=C2/CC(C)(C)Cc3n[nH]c(=O)cc32)cc1
  1.5% | -4% | i | 34 | 1.4 | 79 | 5% | -0.5% | 5% | 0.9% | -3%
> CCCNC(=S)Nc1ccc(Cl)cc1Cl
  -0.8% | -10% | i | 33 | 0.1 | 51 | -4% | 0.5% | -6% | 8.3% | 16%
> COc1ccc(OC)c(S(=O)(=O)N(C)CC(=O)N2CCN(c3cccc(Cl)c3)CC2)c1
  -0.5% | 20% | i | 66 | -0.5 | 48 | 8% | -0.2% | -13% | -4.4% | 9%
> CCC(NC(=O)c1ccccc1NC(=O)c1ccco1)C(=O)NNC(=O)c1ccncc1 (centres undefined)
  0.0% | 7% | i | 25 | 0.1 | 38 | -1% | 0.4% | -1% | -0.1% | -6%
> CC1CCCN(c2ccc(C(=O)OCC(=O)N3c4ccccc4Sc4ccccc43)cc2[N+](=O)[O-])C1 (centres undefined)
  -0.1% | 14% | i | 40 | -0.1 | 60 | -7% | 0.2% | -2% | -4.1% | -7%
> Cc1nc(C(=O)NNC(=O)Nc2ccc(Cl)cc2)cs1
  -0.1% | 8% | i | 27 | -1.5 | 35 | 12% | -0.2% | -4% | 0.2% | -1%
> CC(C)NC(=O)CN(c1cccc([N+](=O)[O-])c1)S(=O)(=O)c1ccccc1
  -0.8% | -16% | i | 28 | -0.3 | 86 | -2% | 0.2% | 5% | 0.9% | -1%
> COc1ccc(/C=C2\SC(=S)N(CCC(=O)Nc3cccc(C(=O)O)c3)C2=O)cc1
  0.4% | -90%[20 µM] | i | 44 | 1.8 | 66 | -5% | 0.7% | 3% | 9.8% | -5%
